Screening data: PubChem BioAssay, several laboratories
FID counter – compounds displacing fluorescent DNA intercalator, primary screen, artefact control for HCV NS3 helicase inhibitor project, biochemical, FID fluorescence; actives 0.17% (n = 290,000); DNA fluorescent intercalator displacement; inhibition, % at 7.9 µM; AID 1845, 2009; in the data active = inhibition above about 37%;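 note: 0% = vehicle and 100% = reference compound; higher means more ethidium bromide displaced from hairpin DNA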
PHOSPHO1 inh – PubChem AID 1565; inhibition, % at 13.3 µM; recombinant PHOSPHO1, absorbance phosphatase assay; actives 1.1% (n = 290,000); in the data active = inhibition above about 60%
Target sequence (Q8TCT1 whole entry, looked up): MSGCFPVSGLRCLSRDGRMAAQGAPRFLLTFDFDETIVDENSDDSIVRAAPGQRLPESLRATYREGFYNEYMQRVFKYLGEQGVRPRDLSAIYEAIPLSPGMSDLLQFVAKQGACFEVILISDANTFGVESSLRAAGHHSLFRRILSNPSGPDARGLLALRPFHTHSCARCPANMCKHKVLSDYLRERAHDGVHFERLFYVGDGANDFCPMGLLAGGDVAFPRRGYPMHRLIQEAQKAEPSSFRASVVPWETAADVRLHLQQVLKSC
GalR3 antagonist – GalR3 antagonists in HEK293 cells, primary screen, cell-based, fluorescence readout. HEK293 GalR3-CNG cAMP membrane potential fluorescence; galR3 body fused to GalR1 C-terminus. Galanin receptor type 3 (Homo sapiens), O60755. actives 0.44% (n = 360,000). inhibition, % at 3 µM;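 active = inhibition above the screen-wide average plus 3 SD, cut at about 13% in these data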;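 note: forskolin and galanin both at EC90 stimulate the cells; cAMP rise reported by CNG channel membrane potential dye signal; 0% = forskolin plus galanin with DMSO and 100% = forskolin alone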
Target sequence (O60755 1-299 limits assumed): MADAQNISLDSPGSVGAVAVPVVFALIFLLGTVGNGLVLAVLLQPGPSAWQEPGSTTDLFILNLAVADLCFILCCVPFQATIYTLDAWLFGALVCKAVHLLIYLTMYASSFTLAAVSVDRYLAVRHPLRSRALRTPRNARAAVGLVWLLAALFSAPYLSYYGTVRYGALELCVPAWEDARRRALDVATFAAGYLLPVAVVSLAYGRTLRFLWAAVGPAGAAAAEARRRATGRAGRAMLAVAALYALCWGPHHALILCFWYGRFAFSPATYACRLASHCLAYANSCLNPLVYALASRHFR
VIM-2 inhibitor – VIM-2 metallo-beta-lactamase inhibitors, primary screen, biochemical, epi-absorbance readout, Pseudomonas aeruginosa enzyme; purified VIM-2, nitrocefin hydrolysis, epi-absorbance fluorescence; inhibition, % at 5.6 µM; actives 0.89% (n = 290,000); AID 1527, 2009;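 active = inhibition above the mean of all tested compounds plus 3 SD, cutoff set per screening run, cut at about 7.5% in these data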;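 note: red hydrolysis product quenches plate fluorescence so inhibitors raise well fluorescence; 0% = enzyme with DMSO and 100% = DMSO without enzyme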
V1aR counter – agonists of human V1a receptor, primary screen, counter-screen for OXTR agonist project, fluorescence, CHO-V1R cells. AID 2797, 2010. activation, % at 3 µM. Fluo-8 calcium fluorescence, agonist mode; 0% DMSO, 100% 3 nM vasopressin. Vasopressin V1a receptor (Homo sapiens), P37288. actives 0.25% (n = 320,000);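 active = activation above the mean activation of all tested compounds plus 3 SD, per screening run, cut at about 20% in these data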;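 note: signal is peak over basal fluorescence ratio across a 100 second FLIPR read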
HCV NS3 hel inh – inhibitors of HCV NS3 helicase, primary screen, biochemical, Cy5 molecular beacon fluorescence; Hepatitis C virus NS3 helicase; NS3 helicase DNA unwinding; inhibition, % at 10.9 µM; actives 0.56% (n = 290,000);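 active = inhibition above the mean of all tested compounds plus 3 SD, set per campaign, cut at about 35% in these data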;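 note: 0% = DMSO wells and 100% = thioflavine S control wells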
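System: NS3 helicase fragment of HCV / Schedule: 1 h at 25 °C / Control set: DMSO alone as 0% and 110 µM thioflavine S as 100% / Reagent: Cy5/quencher beacon DNA duplex and ATP to start / Technique: Cy5 fluorescence / Replication: singlicate / Evaluation: % inhibition of end-to-start signal ratio versus controls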
OXTR agonist – human OXTR agonists, primary screen, fluorescence, CHO-OTR cells, Fluo-8 calcium; Oxytocin receptor (Homo sapiens), P30559; Fluo-8 calcium fluorescence; normalized: DMSO 0%, oxytocin 100%; activation, % at 3 µM; actives 0.32% (n = 320,000); AID 2435, 2010;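 active = activation above the mean of all tested compounds plus 3 SD, cutoff set per screening run, cut at about 20% in these data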;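 note: peak over basal fluorescence ratio from a 100 s FLIPR kinetic read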
Target sequence (P30559 whole entry, looked up): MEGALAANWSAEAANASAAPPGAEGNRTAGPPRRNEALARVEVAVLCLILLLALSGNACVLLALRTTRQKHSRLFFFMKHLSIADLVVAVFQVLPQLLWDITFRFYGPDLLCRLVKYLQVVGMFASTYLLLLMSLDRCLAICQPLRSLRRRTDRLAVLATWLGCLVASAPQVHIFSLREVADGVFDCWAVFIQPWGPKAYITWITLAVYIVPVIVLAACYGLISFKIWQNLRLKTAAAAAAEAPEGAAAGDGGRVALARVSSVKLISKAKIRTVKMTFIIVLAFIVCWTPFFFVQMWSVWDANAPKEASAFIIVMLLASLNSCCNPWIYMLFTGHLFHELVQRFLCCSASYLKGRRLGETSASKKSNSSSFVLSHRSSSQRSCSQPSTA
IMP-1 inhibitor – IMP-1 metallo-beta-lactamase inhibitors, primary screen, biochemical, epi-absorbance readout, Pseudomonas aeruginosa enzyme; inhibition, % at 5.6 µM; metallo-beta-lactamase IMP-1 (Pseudomonas aeruginosa); actives 0.45% (n = 290,000); AID 1556, 2009; purified IMP-1, nitrocefin hydrolysis, epi-absorbance fluorescence;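 active = inhibition above the mean plus 3 SD of all compounds in the same screening run, cut at about 4.5% in these data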;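 note: 0% = IMP-1 with DMSO and 100% = DMSO wells lacking enzyme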
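assay system = purified recombinant IMP-1 metallo-beta-lactamase enzyme | schedule = 15 min preincubation plus 25 min reaction at 25 °C | signal = Epi-absorbance fluorescence, 480 nm excitation, 530 nm emission | read-out basis = percent inhibition from optical density relative to buffer-blank wells | controls = IMP-1 with DMSO as 0%, enzyme-free DMSO as 100%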
GPR7 antagonist – GPR7 receptor antagonists, primary screen, cell-based, fluorescence, single concentration; Neuropeptides B/W receptor type 1 (Homo sapiens), P48145; GPR7-expressing cells, fluorescence antagonist assay; inhibition, % at 4.4 µM; actives 1.1% (n = 290,000); AID 1861, 2009; in the data active = inhibition above about 16%, passing the limit was not always enough;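 note: cells stimulated with the agonist NPW; 0% = agonist with vehicle and 100% = vehicle without agonist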
Numbers without * were called inactive; . = no result given.

SMILES	FID counter	PHOSPHO1 inh	GalR3 antagonist	VIM-2 inhibitor	V1aR counter	HCV NS3 hel inh	OXTR agonist	IMP-1 inhibitor	GPR7 antagonist
Cc1ccc(C(=O)C2CCNCC2)cc1	2	-1	-5	-1.7	-0.3	-3	-0.1	-1.7	3
CN(/C=C/C(=C\C=[N+](C)c1ccccc1)OCCCS(=O)(=O)[O-])c1ccccc1	6	-75	3	-6.1	-1.1	4	0.0	-2.7	-11
CCC1CCCCN1C(=O)Cn1nc([N+](=O)[O-])c(Cl)c1C (stereo not given)	2	4	-7	-3.1	0.7	14	-1.4	-1.9	-6
Cc1cccc(Nc2nc(-c3ccc(F)c(C)c3)cs2)n1	-1	28	-5	0.1	-0.5	-9	-1.9	-0.6	-17
Cn1nc(C(F)(F)F)cc1C(=O)Nc1ccc(-c2ccno2)cc1	-20	12	1	-3.7	7.5	-12	4.9	-1.5	3
CC(C)Sc1nc(N)c2c3c(sc2n1)CN(C)CC3	3	50	0	-0.4	0.9	-9	0.8	-2.6	-6
COc1ccccc1NC(=S)Nc1ccccn1	0	-1	-5	-1.9	-0.3	4	-0.7	-4.1	-4
COc1ccc(OCC(=O)NC(=S)Nc2ccc(N3CCOCC3)c(Cl)c2)cc1	-15	21	.	0.0	8.2	0	9.8	-3.0	1
c1ccc2c(c1)nc(N1CCCCCC1)c1ccccc12	-3	8	-8	-0.8	-0.6	-15	-2.6	-2.9	-15
Cc1ccc(S(=O)(=O)N(C)C)cc1-n1c(SCC(=O)Nc2ccccc2)nc2ccccc2c1=O	-30	-7	-3	1.8	1.4	25	-0.5	0.6	14
Cc1oc(S(=O)(=O)N2CCCC2)cc1C(=O)Nc1ccccc1	-8	33	1	-1.3	-0.3	-4	0.1	-1.9	-7
Cc1ccccc1NC(=S)NC1CCN(Cc2ccccc2)CC1	11	11	0	-2.5	0.9	-9	0.4	-0.9	3
O=C(N/N=C/c1ccc(-c2ccccc2[N+](=O)[O-])o1)[C@H]1C[C@@H]1c1ccccc1	-1	-12	-2	-2.7	0.1	-4	-0.8	-2.7	3
COc1cccc(C(=O)Nc2ccc(Cl)c(C(F)(F)F)c2)c1	4	-4	-2	-2.2	2.7	0	0.2	-0.1	3
CC1=C(C(N)=O)C(c2cccnc2)n2nc(-c3cccc(C)c3)nc2N1 (stereo not given)	-3	.	2	-2.3	-0.3	2	-0.7	-0.2	-11
C=CCOc1ccc(CNn2cn[nH]c2=S)cc1	-6	-23	-1	-7.0	1.2	4	-1.3	-5.6	-5
CCCN1CCC(=NNc2ccc(C(=O)O)cc2)CC1	3	30	-3	-1.9	1.1	8	1.0	-1.6	-7
COC(=O)C(Cc1c[nH]c2ccccc12)NC(=O)c1cncc(Br)c1 (stereo not given)	-11	.	-15	-1.1	7.6	-4	3.6	-1.2	9
Cc1ccc(S(=O)(=O)N2CCC(C(=O)N[C@@H](C)C(=O)Nc3ccc(F)cc3)CC2)cc1	-33	7	-2	-0.3	4.0	6	-0.5	-0.5	3
Cn1ncc([N+](=O)[O-])c1C(=O)Nc1ccc(-c2nc3ccccc3o2)cc1	-5	8	-7	-3.4	5.3	-1	6.0	-2.1	-1
CSc1nc(SCCO)c2sc3nc(-c4ccco4)c4c(c3c2n1)CC(C)(C)OC4	-14	76*	-5	2.7	.	31	.	3.6	-7
CCc1cc2c(N=Nc3c(O)[nH]c4ccccc34)ncnc2s1	0	-9	-11	-0.5	3.1	-5	0.6	1.0	-4
CC(=O)Nc1ccc(C2NC(=O)c3ccccc3O2)cc1 (stereo not given)	7	12	-2	-0.9	1.2	-6	0.2	-3.3	-9
COc1ccc(CN2C(=O)c3ccccc3C2=O)cc1C(=O)OCC(=O)NC1CCCCC1	-11	-24	-4	-3.1	3.4	-7	1.3	-3.1	-10
O=C(Nc1ccc2ccccc2c1)c1ccc(Cl)cc1	-3	9	-3	1.7	0.2	-2	0.7	1.2	8

Structures above with a nitro group on carbon (three):
SMILES	FID counter	PHOSPHO1 inh	GalR3 antagonist	VIM-2 inhibitor	V1aR counter	HCV NS3 hel inh	OXTR agonist	IMP-1 inhibitor	GPR7 antagonist
CCC1CCCCN1C(=O)Cn1nc([N+](=O)[O-])c(Cl)c1C (stereo not given)	2	4	-7	-3.1	0.7	14	-1.4	-1.9	-6
O=C(N/N=C/c1ccc(-c2ccccc2[N+](=O)[O-])o1)[C@H]1C[C@@H]1c1ccccc1	-1	-12	-2	-2.7	0.1	-4	-0.8	-2.7	3
Cn1ncc([N+](=O)[O-])c1C(=O)Nc1ccc(-c2nc3ccccc3o2)cc1	-5	8	-7	-3.4	5.3	-1	6.0	-2.1	-1

Individual results from the entries so far.
COC(=O)C(Cc1c[nH]c2ccccc12)NC(=O)c1cncc(Br)c1 (stereo not given) in GalR3 antagonist is entered as -15
CC(C)Sc1nc(N)c2c3c(sc2n1)CN(C)CC3 in PHOSPHO1 inh is entered as 50
CN(/C=C/C(=C\C=[N+](C)c1ccccc1)OCCCS(=O)(=O)[O-])c1ccccc1 in IMP-1 inhibitor is entered as -2.7

Entries of single compounds from above.
Record of `CSc1nc(SCCO)c2sc3nc(-c4ccco4)c4c(c3c2n1)CC(C)(C)OC4` : FID counter = -14; PHOSPHO1 inh = 76*; GalR3 antagonist = -5; VIM-2 inhibitor = 2.7; V1aR counter = .; HCV NS3 hel inh = 31; OXTR agonist = .; IMP-1 inhibitor = 3.6; GPR7 antagonist = -7
Record of `COc1ccccc1NC(=S)Nc1ccccn1` : FID counter = 0; PHOSPHO1 inh = -1; GalR3 antagonist = -5; VIM-2 inhibitor = -1.9; V1aR counter = -0.3; HCV NS3 hel inh = 4; OXTR agonist = -0.7; IMP-1 inhibitor = -4.1; GPR7 antagonist = -4

Back to the main list, repeating the 2 entries before the break.
SMILES	FID counter	PHOSPHO1 inh	GalR3 antagonist	VIM-2 inhibitor	V1aR counter	HCV NS3 hel inh	OXTR agonist	IMP-1 inhibitor	GPR7 antagonist
COc1ccc(CN2C(=O)c3ccccc3C2=O)cc1C(=O)OCC(=O)NC1CCCCC1	-11	-24	-4	-3.1	3.4	-7	1.3	-3.1	-10
O=C(Nc1ccc2ccccc2c1)c1ccc(Cl)cc1	-3	9	-3	1.7	0.2	-2	0.7	1.2	8
CC(=NCCc1c(C)[nH]c2ccc(C)cc12)C1=C(O)CC(c2ccccc2)CC1=O (stereo not given)	-5	-1	0	-0.4	-1.0	9	-1.4	-1.9	2
Cc1ccc(C(=O)n2c(-c3ccccc3)cnc2SCC(=O)Nc2ccccc2)cc1	-5	-14	-1	-4.1	-0.2	0	-1.2	-3.6	-8
COc1cc(-c2cc(=O)c3c(O)c(OC)c(OC)c(O)c3o2)ccc1O	-9	44	0	1.3	0.9	7	0.2	-2.3	-15
O=C(OCC(=O)N1CCCC1)c1ccc(O)cc1	-5	43	-1	-2.3	1.9	13	3.8	-1.8	-3
O=C(COC(=O)c1cccc(S(=O)(=O)N2CCCCC2)c1)NC1CCCc2ccccc21 (stereo not given)	-8	-5	-4	0.2	1.0	-6	-1.4	-0.7	-6
O=C(CCN1CCN(C/C=C/c2ccccc2)CC1)Nc1cccc(F)c1	4	16	-4	-3.4	2.7	-8	2.1	-1.8	9
O=C(Nc1ccccc1)c1ccc(NCc2cccnc2)c(S(=O)(=O)N2CCOCC2)c1	-25	-14	-6	-1.1	-0.5	-2	-1.8	-2.5	-11
CC(C)OP(=O)(OC(C)C)C(Nc1ccccc1)c1cccc2c1OCO2 (stereo not given)	-35	13	-2	-3.7	-0.8	-7	-2.8	0.2	5
C=CCN(C(=O)c1cccc(S(=O)(=O)N2CCN(C)CC2)c1)c1nc(-c2ccccc2)cs1	12	19	-1	-0.9	10	-14	14	-2.9	10
CCCc1cc(=O)n2[nH]c(SCc3ccccc3)nc2n1	5	-39	-2	-2.1	-0.4	-6	-0.8	-1.9	0
Cc1cc(C(=O)COC(=O)c2cccs2)c(C)n1-c1c(C)n(C)n(-c2ccccc2)c1=O	-24	7	-7	-2.1	-0.2	3	-0.2	-1.6	-15
O=C(NCc1n[nH]c(=S)n1-c1ccccc1Cl)c1ccc(S(=O)(=O)N2CCCCC2)cc1	-32	-84	-10	-6.2	-0.2	10	-0.6	-4.1	1
Cc1cccc(OCc2ccc(C(=O)N3CCOCC3)o2)c1	-18	32	-1	-2.9	1.7	-1	0.8	-0.7	-7
O=C(CCN1C(=O)/C(=C/c2ccccc2Cl)SC1=S)NCCCN1CCOCC1	28	54	0	4.8	3.4	-21	1.9	0.3	-19
Cc1cc(Br)ccc1OCCn1ccnc1	8	16	-1	-1.2	2.0	-15	0.0	-1.7	-11
Cc1ccc(O)c(C(=O)c2cnn(-c3ccc(S(=O)(=O)N4CCOCC4)cc3[N+](=O)[O-])c2)c1	1	7	-1	-0.7	0.8	-4	0.3	0.6	11
COc1cc(CCC(=O)NNC(=O)c2cccc(Cl)c2)cc(OC)c1OC	-14	-15	-6	-4.0	1.3	-2	0.2	-5.1	4
CCOC(=O)C1(Cc2ccc(OC)cc2)CCN(C(=O)c2sc(C)nc2C)CC1	-19	15	0	-2.4	5.7	-2	2.6	-3.1	-4
CCOc1ccc(NC(=O)c2oc3ccccc3c2NC(=O)CC)cc1	-2	33	.	-3.2	-1.4	-1	-1.5	-5.2	-21
Nc1nnc(SCc2ccc3c(c2)OCO3)s1	2	-12	-6	-5.4	0.1	0	0.1	-3.7	-21
Cc1ccc(C)c(Cn2cnc3c(cnn3C(C)(C)C)c2=O)c1	-15	13	-6	0.2	2.6	1	-1.1	-0.6	-1
COc1ccc(C(=O)Nc2cccc(-c3ccc4nncn4n3)c2)cc1OC	3	-2	1	0.7	0.6	2	0.7	-3.2	-10
Cc1[nH]ccc(=O)c1Oc1ncc(C(F)(F)F)cc1Cl	3	12	-5	-0.9	0.8	-16	0.1	-2.5	1
CCOC(=O)N1CCN(C(=O)c2ccc3nc(SCc4ccc(F)cc4)n(C)c3c2)CC1	-27	11	-4	0.2	5.4	-14	0.7	0.0	2
Cc1c(C(=O)N(Cc2ccc(F)cc2)C2CCS(=O)(=O)C2)oc2ccccc12 (stereo not given)	-36	20	-8	-1.9	-0.5	-4	0.6	-2.6	-1
CC(=O)N1CCN(c2ccc(NCc3ccc(C)cc3)cc2)CC1	-11	-18	-3	-1.5	0.5	3	0.3	-11	-6
